# Pf apPOL block: Pf-apPOL inhibitors, biochemical, fluorescence. Plasmodium falciparum apicoplast DNA polymerase (apPOL). Recombinant Pf-apPOL, molecular beacon fluorescence, 1.5 h. inhibition, % at 10 µM. actives 0.25% (n = 210,000). AID 1794808, 2022
# mHTT CaM bind: mutant huntingtin-calmodulin interaction inhibitors – biochemical, AlphaScreen, primary screen; P42858; inhibition, % at 15 µM; AlphaScreen His-mHTT/GST-CaM binding, luminescence; actives 3.6% (n = 190,000); AID 1671202, 2021;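 further: 0% = both proteins with DMSO and 100% = one protein alone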
# Target sequence (P42858 whole entry, looked up, stated change not applied): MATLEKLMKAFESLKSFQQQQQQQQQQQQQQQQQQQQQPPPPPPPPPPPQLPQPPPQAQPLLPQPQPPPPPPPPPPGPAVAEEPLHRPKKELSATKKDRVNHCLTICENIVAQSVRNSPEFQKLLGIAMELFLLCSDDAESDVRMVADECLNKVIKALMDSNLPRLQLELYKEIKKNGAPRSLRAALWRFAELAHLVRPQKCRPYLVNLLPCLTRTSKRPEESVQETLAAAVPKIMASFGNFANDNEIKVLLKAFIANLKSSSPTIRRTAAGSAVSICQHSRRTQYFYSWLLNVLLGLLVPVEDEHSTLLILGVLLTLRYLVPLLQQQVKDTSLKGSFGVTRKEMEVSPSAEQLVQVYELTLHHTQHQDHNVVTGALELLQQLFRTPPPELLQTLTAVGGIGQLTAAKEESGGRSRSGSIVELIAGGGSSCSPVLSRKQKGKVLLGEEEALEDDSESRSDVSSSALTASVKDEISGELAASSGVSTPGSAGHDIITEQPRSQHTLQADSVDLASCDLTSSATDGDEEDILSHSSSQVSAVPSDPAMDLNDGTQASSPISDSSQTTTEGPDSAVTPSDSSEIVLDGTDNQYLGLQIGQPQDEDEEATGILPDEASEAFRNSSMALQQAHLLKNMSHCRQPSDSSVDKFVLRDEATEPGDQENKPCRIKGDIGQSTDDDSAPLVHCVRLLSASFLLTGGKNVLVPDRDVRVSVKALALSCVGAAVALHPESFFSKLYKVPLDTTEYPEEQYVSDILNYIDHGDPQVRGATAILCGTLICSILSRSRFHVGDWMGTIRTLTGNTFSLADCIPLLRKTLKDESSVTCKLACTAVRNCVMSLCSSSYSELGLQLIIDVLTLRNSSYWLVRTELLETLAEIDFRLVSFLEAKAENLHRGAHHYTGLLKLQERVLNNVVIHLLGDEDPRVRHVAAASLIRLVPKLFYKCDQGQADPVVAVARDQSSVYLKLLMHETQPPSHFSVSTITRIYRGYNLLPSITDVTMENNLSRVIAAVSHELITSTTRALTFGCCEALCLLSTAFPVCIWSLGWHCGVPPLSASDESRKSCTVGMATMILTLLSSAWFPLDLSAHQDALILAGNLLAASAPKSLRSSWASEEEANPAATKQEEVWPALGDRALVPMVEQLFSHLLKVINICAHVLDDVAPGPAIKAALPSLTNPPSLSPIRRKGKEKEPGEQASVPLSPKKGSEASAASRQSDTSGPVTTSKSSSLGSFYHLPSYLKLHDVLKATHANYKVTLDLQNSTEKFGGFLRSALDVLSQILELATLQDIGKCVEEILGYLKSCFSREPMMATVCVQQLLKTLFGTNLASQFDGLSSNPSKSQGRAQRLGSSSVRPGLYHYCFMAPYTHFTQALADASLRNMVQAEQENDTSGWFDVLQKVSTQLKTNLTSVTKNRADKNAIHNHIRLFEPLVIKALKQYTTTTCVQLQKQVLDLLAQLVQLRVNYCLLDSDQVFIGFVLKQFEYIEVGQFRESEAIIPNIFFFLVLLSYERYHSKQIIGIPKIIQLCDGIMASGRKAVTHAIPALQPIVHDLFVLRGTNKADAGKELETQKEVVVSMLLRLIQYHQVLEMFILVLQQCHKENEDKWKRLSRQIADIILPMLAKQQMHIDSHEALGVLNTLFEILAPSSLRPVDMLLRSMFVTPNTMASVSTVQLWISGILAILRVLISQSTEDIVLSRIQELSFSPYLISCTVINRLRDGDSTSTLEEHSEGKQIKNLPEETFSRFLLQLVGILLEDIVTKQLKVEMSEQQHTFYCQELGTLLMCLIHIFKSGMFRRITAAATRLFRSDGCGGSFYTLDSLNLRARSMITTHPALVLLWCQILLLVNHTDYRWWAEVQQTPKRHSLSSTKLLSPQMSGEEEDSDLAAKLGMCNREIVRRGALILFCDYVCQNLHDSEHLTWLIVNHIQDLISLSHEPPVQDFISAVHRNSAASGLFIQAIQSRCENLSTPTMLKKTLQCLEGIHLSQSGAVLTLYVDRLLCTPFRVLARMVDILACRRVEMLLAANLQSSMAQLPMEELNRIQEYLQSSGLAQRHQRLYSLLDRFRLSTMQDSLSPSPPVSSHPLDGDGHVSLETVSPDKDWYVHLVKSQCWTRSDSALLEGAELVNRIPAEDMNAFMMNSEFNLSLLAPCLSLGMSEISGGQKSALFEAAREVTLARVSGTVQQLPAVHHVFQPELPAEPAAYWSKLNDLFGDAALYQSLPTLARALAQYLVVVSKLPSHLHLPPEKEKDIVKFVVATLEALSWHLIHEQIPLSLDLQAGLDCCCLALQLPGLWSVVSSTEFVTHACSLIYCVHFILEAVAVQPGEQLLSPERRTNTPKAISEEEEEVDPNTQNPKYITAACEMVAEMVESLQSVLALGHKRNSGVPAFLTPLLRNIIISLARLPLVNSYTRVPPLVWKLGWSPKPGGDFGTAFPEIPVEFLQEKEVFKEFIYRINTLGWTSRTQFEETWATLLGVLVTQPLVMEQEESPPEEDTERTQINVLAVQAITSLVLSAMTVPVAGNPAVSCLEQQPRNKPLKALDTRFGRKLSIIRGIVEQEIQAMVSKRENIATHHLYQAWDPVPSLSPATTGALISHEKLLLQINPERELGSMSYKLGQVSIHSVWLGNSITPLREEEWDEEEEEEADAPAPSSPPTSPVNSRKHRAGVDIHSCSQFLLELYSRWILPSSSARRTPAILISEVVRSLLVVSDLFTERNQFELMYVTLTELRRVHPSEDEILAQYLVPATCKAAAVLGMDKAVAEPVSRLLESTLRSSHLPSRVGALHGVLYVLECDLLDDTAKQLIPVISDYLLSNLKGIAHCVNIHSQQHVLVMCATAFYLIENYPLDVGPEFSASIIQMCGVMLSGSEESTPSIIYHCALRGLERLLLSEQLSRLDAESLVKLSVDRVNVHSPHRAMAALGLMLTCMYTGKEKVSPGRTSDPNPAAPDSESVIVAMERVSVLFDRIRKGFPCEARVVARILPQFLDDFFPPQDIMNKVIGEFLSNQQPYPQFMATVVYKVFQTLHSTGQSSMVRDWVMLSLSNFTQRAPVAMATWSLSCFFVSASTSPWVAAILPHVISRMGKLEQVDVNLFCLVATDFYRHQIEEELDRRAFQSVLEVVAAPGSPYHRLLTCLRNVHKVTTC
# The depositor's hits bear a star; i = inactive; / = no result given; & = joins results of further samples. No stated cut-off is given here; in the data, active means inhibition above about 50%; inactive means the rest.
# Start of the data: the first 3 records, to show the layout:
SMILES,Pf apPOL block,mHTT CaM bind
CCN(CC)CCCN1C(=O)C(=O)C(=C(O)c2ccccc2)C1c1ccc([N+](=O)[O-])cc1 (stereo unspecified),0,4
c1cc2nc3c(nc2c2nonc12)CCCC3,-2,/
Cc1noc(C)c1S(=O)(=O)N1CCC(C(C)C(=O)NCCc2ccco2)CC1 (stereo unspecified),0,-8

# Results, from the start:
SMILES,Pf apPOL block,mHTT CaM bind
CCN(CC)CCCN1C(=O)C(=O)C(=C(O)c2ccccc2)C1c1ccc([N+](=O)[O-])cc1 (stereo unspecified),0,4
c1cc2nc3c(nc2c2nonc12)CCCC3,-2,/
Cc1noc(C)c1S(=O)(=O)N1CCC(C(C)C(=O)NCCc2ccco2)CC1 (stereo unspecified),0,-8
COc1cccc(C2C(N3C(=O)c4ccccc4C3=O)C(=O)N2c2ccc(C)c(Cl)c2)c1 (stereo unspecified),0,-2
Cc1ccc(CNC(=O)c2cccnc2N2CCNC(c3ccccc3)C2)o1 (stereo unspecified),-6,14
Cc1ccc(C2CC(=O)C3=C(C2)Nc2ccccc2NC3c2cccc(F)c2)cc1 (stereo unspecified),-8,26
CC(=O)NCCc1csc(C2CCCN(C(=O)c3cnccn3)C2)n1 (stereo unspecified),-3,-9
COc1ccccc1C1=N/C(=C\c2ccccc2Cl)C(=O)O1,1,-6
Brc1ccc(C2=NCCC(c3ccccc3)O2)cc1 (stereo unspecified),-7,8
COc1cccc(C(=O)Nc2ccc3oc(-c4ccccc4C)nc3c2)c1,8,-4
COC(=O)c1ccc(NC(=O)N2CCCN(C3CCN(CC4CC4)C3=O)CC2)cc1 (stereo unspecified),5,1
Cc1cccc(N2CCN(c3ncnc4c3nc3n4CCCCC3)CC2)c1C,-4,8
C=C(C)CN(CC)Cc1ccc(OC)cc1,5,-7
Cc1noc(C2(NC(=O)c3cccc(F)c3)CCCCC2)n1,2,-10
COc1cccc(-c2[nH]ncc2CN2CCCC2c2cc(C(C)C)on2)c1 (stereo unspecified),-2,-6
CCOc1ccccc1NC(=O)c1ccc(I)cc1,-7,-8
CCN1CCN(C2CCC(C(C)(C)C)CC2)CC1 (stereo unspecified),-2,-5
COc1ccccc1N1CCN(C(=O)CCN2C(=O)c3ccccc3S2(=O)=O)CC1,3,11
Cc1ccc(Oc2ncccc2NS(=O)(=O)c2ccc(-c3ccccn3)s2)c2c1CCC2,-3,/
COc1ccc(CNc2ccc(F)c(Cl)c2)c(OC)c1,0,31
COc1ccc2scc(N3CC(C)CC(C)C3)c(=O)c2c1 (stereo unspecified),-24,22
CC12CCC(C(=O)N3CCc4ccccc4C3)(OC1=O)C2(C)C (stereo unspecified),5,-1
CN(C)CC(C)(C)C1OCC2(CO1)COC(C(C)(C)CN(C)C)OC2 (stereo unspecified),-3,-1
CC1CCC2(CC1)NC(=O)N(CC(=O)Nc1ccc(F)cc1F)C2=O (stereo unspecified),-2,2
O=C(CSc1nnnn1-c1ccccc1)NC1CCCC1,-2,-2
CCN(CC)C(=O)Cn1cnc2sc(C(=O)Nc3ccc(C(F)(F)F)cc3)c(C)c2c1=O,-1,2
COc1ccc(-c2c(C)oc3cc(OCC#N)ccc3c2=O)cc1OC,-4,-1
Cc1ccccc1COCc1nn(C)c2c1CN(C(=O)c1ccc3c(c1)OCO3)CC2,-7,14
c1ccc(CCn2c3ccccc3c3nnc(SCCN4CCOCC4)nc32)cc1,0,36
CCOc1ccc(-n2cc(-c3ccc(OC)cc3)[nH]c2=O)cc1,-4,13
N#Cc1cc2c([nH]c1=S)CCCCCC2,/,-4
Cc1ccc(S(=O)(=O)N2CCCN(C(=O)OC(C)(C)C)CC2)cc1,-4,/
CCOC(=O)N1CCN(CC(O)COc2ccc(C(C)C)cc2)CC1 (stereo unspecified),-5,32
CCCCOc1ccc(/C=C2\N=C(c3ccccc3F)OC2=O)cc1,2,-6
O=C(NCc1ccc(Cl)cc1)c1ccc(SCCN2CCCCC2)nc1,-4,1
Cc1nc(CCNC(=O)C2CCCN2S(=O)(=O)c2ccc(F)cc2)cs1 (stereo unspecified),-8,-10
CCO/C(C)=C1\C(=O)Nc2ccccc21,-2,0
CC1(c2ccccc2)CC(C)(C)N(C(=O)CN2C(=O)C3CCCCC3C2=O)c2ccccc21 (stereo unspecified),0,7
COc1ccc(C(=O)Nc2ccccc2C(=O)Nc2ccc(F)cc2)cc1,-2,-2
CCOC(=O)C1CCN(S(=O)(=O)Cc2ccccc2)C1=O (stereo unspecified),0,/
O=C(NC1CCCCC1)c1ccc(CN2C(=O)CSc3ccccc32)o1,-2,8
CCCCc1[nH]nc2c1C(c1ccc(Br)s1)C(C#N)=C(N)O2 (stereo unspecified),/,12
CC1(C)C(C=C(Cl)Cl)C1C(=O)Nc1nc2ccccc2s1 (stereo unspecified),0,-3
CCCCSCCCNC(=O)CN1C(=O)/C(=C/c2ccccc2F)Sc2ccccc21,-17,-6
CNc1nccc(N2CCC(CC(=O)N3CCN(c4ccccn4)CC3)CC2)n1,-2,7
COc1cc(OC)c(OC)cc1CN1CCN(Cc2cc(OC)c(OC)cc2[N+](=O)[O-])CC1,0&-3,6&2
O=[N+]([O-])c1ccc(N2CCCC2)cc1Sc1ccccn1,-11,9
CN(CCCNC(=O)CC1CCN(S(=O)(=O)c2cccs2)CC1)Cc1ccccc1,-1,8
Cc1cc(I)ccc1NC(=O)C(C(C)C)N1C(=O)c2ccccc2C1=O (stereo unspecified),1,5
COc1ccccc1C1OC(=O)CC1C(=O)Nc1nncs1 (stereo unspecified),-7,/
C=CCCC(=O)N[C@H]1CC[C@@]23CCCN2C(=O)CCC[C@H]3[C@H]1CCC,0,0
Cc1cc(C)c(C)c(S(=O)(=O)n2ccnc2C(C)C)c1C,/,-4
Cc1noc(C2(NC(=O)c3ccc4ccccc4n3)CCCCC2)n1,-6,6
CCn1c(N2CCC(C(=O)NCCCN3CCOCC3)CC2)cc(=O)n(C)c1=O,-4,27
COc1cc(OC)cc(C(=O)Nc2c3c(nn2-c2cc(C)cc(C)c2)CSC3)c1,-4,20
O=C(NC1CC1)c1ccc(-c2nc3cccnc3n(C3CCCC3)c2=O)cc1,-4,-1
CC(C)(C)C1CCC(OCC(O)CN2CCN(CCO)CC2)CC1 (stereo unspecified),0&-2,8&1
N/C(=N\OC(=O)c1ccc(Cl)c(Cl)c1)c1ccccn1,-2,i
Cn1ccnc1SCC(=O)Nc1ccc(F)c(F)c1,-1,2
Cc1cccc(N(CC(=O)Nc2ccc(F)cc2)S(C)(=O)=O)c1C,24,-2

# Going on with the list.
SMILES,Pf apPOL block,mHTT CaM bind
Cc1cc(C)cc(NC(=O)CSc2nc3c(c(=O)n2-c2ccc(F)cc2)SCC3)c1,-8,-2
O=C(Nc1ccc(C(=O)N2CCOCC2)cc1)c1cccc(Cl)c1,0,-1
COc1ccc(CNC(=O)C2CCCN(C(=O)c3cc(C)cc(C)c3)C2)cc1 (stereo unspecified),-1,2
Cc1cccc(NC(=O)c2nnn(-c3ccc(OC(F)(F)F)cc3)c2N)c1,-4,6
O=C(Nc1cccc(NC(=O)c2ccccc2F)c1)c1cccc(Cl)c1,-2,-5
COc1ccc(-n2nc(C(=O)N3CCCCC3)c3ccccc3c2=O)cc1,-2,-5
COc1cccc(OC)c1C(=O)Nc1ccnn1C,11,/
COc1ccc(-c2cc(C(=O)N3CCCC3c3cccc(F)c3)no2)cc1 (stereo unspecified),-2,-10
CC(NCc1ccccc1O)C(=O)O (stereo unspecified),9&9,/
COc1ccc(NC(=O)CN(C)S(=O)(=O)c2ccc(Br)s2)cc1,7,-1
COc1ccc(-c2cc(C(F)(F)F)nc(-n3nc(C)c([N+](=O)[O-])c3C)n2)cc1,-5,0
CCC(=O)Nc1c2c(nn1-c1ccccc1)CSC2,8,5
Cn1nc(-c2nc(-c3ccc(F)cc3)no2)c2c1CCN(C(=O)c1ccccc1F)C2,-5,29
CCCCN(CCCC)C1=CC(=O)OC12CCCCC2,1,-4
O=C1OC(/C=C/c2cccc([N+](=O)[O-])c2)=NC/1=C\c1cccc(Cl)c1,2,7
Cc1ccc(NC(=O)Cn2ccc3c(C)nn(C)c3c2=O)cc1C,0,-3
Cc1cc(Nc2ccncc2)n2c(nc3ccccc32)c1C#N,0,4
Cc1nnc(NC(=O)C(C)n2nc(C(F)(F)F)c(Cl)c2C)s1 (stereo unspecified),/,-8
O=C(Nc1cnc(-c2ccccc2)nc1)c1ccccc1,-7,6
COc1ccc(C2CC(=O)NC(SCC(=O)Nc3ccc(C)c(Cl)c3)=C2C#N)cc1OC (stereo unspecified),11,26
CS(=O)(=O)N(CC(=O)NCc1ccc(Cl)cc1Cl)c1cccc(Cl)c1Cl,-4,-13
CCOCCCNC(=O)c1c[nH]c2ccc(S(=O)(=O)N3CCC4(CC3)OCCO4)cc2c1=O,-4,2
CC1C(=O)N(C)C(=O)c2nc[nH]c21 (stereo unspecified),0,/
O=C(Nc1nc2c(s1)CN(C(=O)Nc1cccs1)CC2)C1CC1,31,29
Cc1ccc(-n2[nH]c3c(cnc4ccc(C(=O)NC5CCCCC5)cc43)c2=O)cc1,0,-2
CCNC(=S)NNc1ccccc1,10,/
O=C(NCCN1CCCC1)C1CCCN(c2ncnc3c2nc2n3CCCCC2)C1 (stereo unspecified),-1,-6
COc1ccc(CN=Cc2c(NCc3ccc(OC)cc3)nc3c(C)cccn3c2=O)cc1,1,5
O=C(NCc1ccccc1)c1ccc(Br)cc1,-10,-8
COc1cc(OC)cc(C2=Cc3ccccc3C(CC(=O)c3ccco3)N2c2ccc(-c3cncnc3)cc2)c1 (stereo unspecified),-6,97*
Cc1ccc(C(=O)Nc2ccc(C)cc2NC(=O)c2ccc(C)cc2)cc1,4,1
CCC(=O)Nc1nc2ccccc2n1CCN(CC)CC,-6,-1
COC(=O)c1cc(OC)c(OC)cc1NS(=O)(=O)c1ccc(Cl)cc1,-18,/
COc1cccc(/C=C2/N=C(c3ccc(C)cc3)OC2=O)c1OC,1,2
COc1cccc(N=c2oc3c(C)ncc(CO)c3cc2C(=O)Nc2ccccc2F)c1,1,3
COCC(C)NC(=O)c1ccccc1Cl (stereo unspecified),-1,-3

# Continued; the last three above are carried over.
SMILES,Pf apPOL block,mHTT CaM bind
COc1cccc(/C=C2/N=C(c3ccc(C)cc3)OC2=O)c1OC,1,2
COc1cccc(N=c2oc3c(C)ncc(CO)c3cc2C(=O)Nc2ccccc2F)c1,1,3
COCC(C)NC(=O)c1ccccc1Cl (stereo unspecified),-1,-3
COc1ccc(C(=O)Nc2ccc(Cl)c(-c3nc4ncccc4o3)c2)cc1[N+](=O)[O-],-4,4
COc1ccc(-n2nc3cc(C)c(NC(=O)c4ccc([N+](=O)[O-])cc4Cl)cc3n2)cc1,-3,1
CN(C)S(=O)(=O)c1ccc2c3c(cccc13)C(=O)N2C(=O)c1ccco1,-3,-2
O=C(CC(c1ccccc1)c1ccccc1O)N1CCOCC1 (stereo unspecified),0,3
CCOc1ccc2nc(NC(=O)C3CCN(c4ccc(-n5cccn5)nn4)CC3)sc2c1,-9,-12
COc1ccc(C(=O)Oc2ccc3c(=O)c(-c4ccc(Cl)cc4)coc3c2)cc1,0,-1
Ic1ccc(Nc2nc(-c3cccnc3)nc3ccccc23)cc1,-3,12
Cc1ccccc1CN1C(=O)/C(=C/C(=O)NC(C)c2ccccc2)Sc2ccccc21 (stereo unspecified),-8,45
Cc1cc(=O)n(CC(=O)Nc2cccc(Cl)c2)c(N2CCCCC2)n1,0,17
Oc1ccc(Sc2ccc(O)cc2O)c(O)c1,/,21
COc1ccc(C(=O)NCC2(c3ccc(OC)c(OC)c3)CCCC2)c(OC)c1,-3,7
CN(Cc1ccccc1)S(=O)(=O)Cc1ccccc1,4,-7
O=C(Nc1nc2ccc([N+](=O)[O-])cc2s1)c1ccccc1F,-2,0
O=[N+]([O-])c1cccc(-c2nc(S(=O)(=O)c3ccccc3)c(N3CCOCC3)o2)c1,3,18
Cc1cc(C)cc(N=C2NC(=O)/C(=C/c3ccc(N(C)C)cc3)S2)c1,2,43
CCCc1ccc(Oc2c(C(F)(F)F)oc3cc(OC(C)=O)ccc3c2=O)cc1,4,-1
Cc1ccc(-n2nc3c(c2NC(=O)c2cc(Cl)ccc2[N+](=O)[O-])CSC3)cc1,-5,25
O=C(Cc1ccccc1)N1CCN(c2nc(CN3CCCCC3)cs2)CC1,-1,34
O=C(NC1CCCC1)N1CCCC1c1ccc(F)cc1 (stereo unspecified),-6,-7
O=C(C(=Cc1cccs1)c1ccsc1)N1CCOCC1,-6,/
O=C(c1cccc(Cl)c1)N1N=C(c2ccc(Br)cc2)CC1(O)C(F)(F)F (stereo unspecified),-17,-3
COCCN1C(=O)CCc2cc(NC(=O)c3cccc(C(F)(F)F)c3)ccc21,-2,-2
C=CCc1ccccc1OCC(O)CN(C)C1CCCCC1 (stereo unspecified),0,-5
CCN1CCC(N2CCN(C=O)CC2)CC1,-1,-6
Fc1ccc(OCCc2nc(-c3ccc(C4SCCS4)cc3)no2)cc1,-6,/
COc1ccc2oc(=O)c(NC(=O)/C=C/c3ccc(Cl)cc3Cl)cc2c1,-2,1

# Look-ups from the results shown:
# Under Pf apPOL block, `COCCN1C(=O)CCc2cc(NC(=O)c3cccc(C(F)(F)F)c3)ccc21` reads -2
# Under Pf apPOL block, `CCCc1ccc(Oc2c(C(F)(F)F)oc3cc(OC(C)=O)ccc3c2=O)cc1` reads 4
# Under mHTT CaM bind, `CCN1CCC(N2CCN(C=O)CC2)CC1` reads -6
# Under mHTT CaM bind, `Cc1cc(C)cc(N=C2NC(=O)/C(=C/c3ccc(N(C)C)cc3)S2)c1` reads 43
# Under mHTT CaM bind, `O=[N+]([O-])c1cccc(-c2nc(S(=O)(=O)c3ccccc3)c(N3CCOCC3)o2)c1` reads 18
# Under mHTT CaM bind, `O=C(Cc1ccccc1)N1CCN(c2nc(CN3CCCCC3)cs2)CC1` reads 34

# Some of the compounds tested. The share of hits here may be higher or lower than overall.
